Screening data from PubChem.
P. falciparum M17LAP = P. falciparum M17LAP inhibitors, primary screen, biochemical, fluorogenic H-Leu-NHMec substrate, 1536-well (AID 1619) | recombinant M17LAP, H-Leu-NHMec fluorogenic kinetic assay; higher % means a stronger effect | inhibition, % at 30 µM; hits with a dose series show IC50 in µM | 0.38% of 220,000 active;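 active means compound inhibiting the enzyme by more than half at any dose during confirmatory dose-response retesting; inconclusive means strong single-dose inhibitors picked by rank but not retested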;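 further: plate controls were full reaction with DMSO carrier for no effect and no enzyme background for full effect; strong numbers were not always called active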
PMI inhibitors = inhibitors of human PMI, primary screen, biochemical, fluorescence intensity, coupled assay (AID 1209). 0.42% of 190,000 active. inhibition, % at 20 µM, or IC50 in µM where a hit was titrated. purified PMI enzyme, coupled fluorescence intensity; higher % means a stronger effect;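 further: plate controls were DMSO vehicle for no effect and wells lacking substrate for full effect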
West Nile antiviral = inhibition of WNV-induced cytopathic effect – cell-based, CPE readout (AID 1621). West Nile virus-infected cells, CPE inhibition; higher % means a stronger effect. one-dose CPE inhibition, % at 10 µM; IC50 in µM for titrated hits. 0.02% of 290,000 active; in the data active means a potency from the dose series; inconclusive means CPE inhibition mostly from about 3.7% at the one dose, without a potency; inactive means the rest, 99 in 100 with CPE inhibition below about 2.2%; further: strong numbers were not always called active
human PMI inhibitors = human PMI inhibitors, high substrate, primary screen, biochemical, fluorescence intensity, high mannose 6-phosphate (AID 1220); recombinant PMI enzyme, coupled fluorescence intensity; higher % means a stronger effect; inhibition, % at 20 µM; hits with a dose series show IC50 in µM; 0.66% of 190,000 active
TNAP activation fold = stimulation of alkaline phosphatase TNAP activity – biochemical, luminescent, no phosphate acceptor, uHTS, primary screen (AID 1001). one-dose activation fold at 20 µM; EC50 in µM for titrated hits. 0.03% of 200,000 active. purified TNAP, luminescent activation assay, no phosphate acceptor; higher activation fold means a stronger effect; in the data active means activation fold from about 3, or a potency from the dose series; inactive means the rest, 99 in 100 with activation fold below about 1.6; further: many of its hits are not listed in these tables
T cell modulator = modulates CD8 T cell binding to vesicles | 2C CD8+ T cell-vesicle binding, flow cytometry; stronger effect = lower value | calls only at 7 µM | 0.068% of 330,000 active;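 active means response, share of CD8 T cells binding vesicles, and their 90th percentile fluorescence all below set limits, cut at about 80% in these data, passing the limit was not always enough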
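Material: 2C TCR transgenic mouse naive CD8+ T cells, MACS-purified. Also added: QL9-charged Drosophila Ld/ICAM-1/B7-1 vesicles. Timing: binding 1.5 h at 37 °C. Measured by: high-throughput flow cytometry with anti-B7-1 and anti-CD8 staining. Read-out: percent CD8+ FL2 mean versus row control. Controls: Unloaded micro-vesicles (low), QL9 vesicles with 0.7% DMSO (high).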
M1AAP inhibition = malaria alanyl aminopeptidase activity blockers – biochemical, fluorogenic H-Leu-NHMec substrate, 1536-well (AID 1445); recombinant M1AAP, H-Leu-NHMec fluorogenic kinetic assay; higher % means a stronger effect; inhibition, % at 30 µM; hits with a dose series show IC50 in µM; 0.42% of 220,000 active;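 active means primary inhibition above the hit cutoff, then over 50% inhibition at one or more dose response concentrations, cut at about 23% in these data, passing the limit was not always enough; inconclusive means conflicting primary data, or primary hits not chosen for dose response; inactive means low primary inhibition, or under 50% at every dose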;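 further: plate controls were DMSO full reaction for no effect and no enzyme background for full effect; strong numbers were not always called active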
RSV antiviral HEp-2 = inhibition of RSV-induced cytopathic effect – HEp-2 cells, primary 10 µM value included (AID 2391). 0.13% of 310,000 active. CPE inhibition, % at 10 µM; hits with a dose series show IC50 in µM. HEp-2 cells, RSV-induced CPE inhibition; higher % means a stronger effect; in the data active means a potency from the dose series; inconclusive means CPE inhibition mostly from about 23% at the one dose, without a potency; inactive means the rest, 99 in 100 with CPE inhibition below about 21%; further: strong numbers were not always called active
UTI89 phage lysis = inhibition of K1F phage lysis, E. coli UTI89, bacterial capsule biogenesis inhibitors, alamar blue (AID 488966) | E. coli UTI89 K1F phage lysis, alamar blue, 2 h; higher % means a stronger effect | inhibition, % at 100 µM; hits with a dose series show IC50 in µM | 0.02% of 340,000 active;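 active means phage lysis inhibition, versus mean bacterial control, above a set limit; inconclusive means no clear call, values can overlap the other calls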;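 further: capsule biogenesis inhibitors block K1F phage lysis so surviving cells raise fluorescence; higher fluorescence means more inhibition of phage lysis; actives were called in the ten point dose series up to 300 µM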
T cell modulator vesicle-bound % = recorded beside T cell modulator, whose call it bears; double positive events, %; measured here: CD8+ vesicle-bound cell fraction;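 binding gate set so that unloaded-vesicle control wells show 10% double positive cells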
* = called active by the depositor; i = inactive; u = inconclusive; x = not tested or not shown; [ ] = another dose, or the depositor's remark. Unless noted, no stated cut-off is given here; in the data, active means inhibition above about 50%; inactive means the rest.

nr	Structure	P. falciparum M17LAP	PMI inhibitors	West Nile antiviral	human PMI inhibitors	TNAP activation fold	T cell modulator	T cell modulator vesicle-bound %	M1AAP inhibition	RSV antiviral HEp-2	UTI89 phage lysis
1	COc1ccc(/C(O)=C2/C(=O)C(=O)N(CCN3CCNCC3)C2c2cccc([N+](=O)[O-])c2)cc1 (stereo not drawn)	x	x	-0.6%	x	x	i	59.4	x	0.7%	0.1%
2	CC1=C(C(=O)NCCc2ccc(C)cc2)C2(CCC(C)CC2)OC1=O (stereo not drawn)	4.1%	-8.0%	-0.4%	-5.5%	1	i	10.8	1.9%	-0.7%	0.4%
3	CCSc1nc(N)c2c(C)c(C)sc2n1	13.5%	2.9%	0.0%	-4.4%	1.1	i	16.7	2.5%	3.0%	0.1%
4	CCOCCCNC(=O)c1c[nH]c2ccc(OCC)cc2c1=O	25.6%	x	-0.1%	x	x	i	36.2	2.9%	1.4%	0.1%
5	N=c1sccn1CC(=O)NC(=O)NC1CCCC1	4.1%	-0.1%	-0.4%	-1.5%	1	i	46.5	2.9%	0.8%	2.9%
6	CN(C)S(=O)(=O)N(CC(=O)Nc1ccc(F)c(F)c1)c1ccccc1	-15.2%	3.9%	-0.6%	3.1%	1.1	i	12.3	6.4%	0.9%	12.7%
7	CCCOc1ccc(N2C(=O)CC(N(CCCO)C(=O)CC)C2=O)cc1 (stereo not drawn)	3.2%	x	-0.1%	x	x	i	20.9	3.0%	0.5%	-0.6%
8	COc1cc(/C=C2/SC(=S)N(Cc3ccccc3)C2=O)ccc1OS(C)(=O)=O	x	x	0.6%	x	x	i	45.0	x	0.9%	0.1%
9	Cc1ccc(C2C3=C(Nc4[nH]n(-c5ccccc5)c(=O)c42)c2ccccc2C3=O)cc1 (stereo not drawn)	u	-19.6%	0.5%	6.5%	0.8	i	29.4	u	2.2%	x
10	Cc1ccc(OC(=S)Nc2ccccc2)c(C)c1	3.0%	-7.4%	1.2%	-0.7%	1.1	i	48.0	-0.2%	-1.5%	0.4%
11	CC(NC(=O)COC(=O)c1ccco1)c1ccccc1 (stereo not drawn)	0.4%	6.4%	-0.1%	2.5%	1.1	i	21.7	3.9%	-0.1%	5.9%
12	COC(=O)C1=CNC=C(C(=O)OC)C1c1cccc(OC)c1	-217.2%	7.1%	-0.5%	8.6%	1.2	i	41.2	u	2.8%	-1.3%
13	CCOc1ccc(S(=O)(=O)N2CCc3ccccc3C2)cc1	-2.4%	4.4%	0.2%	-1.5%	1.1	i	11.4	0.1%	0.5%	1.5%
14	CCN(CC)S(=O)(=O)c1ccc(C)c(NC(=O)CN(C)C)c1	5.8%	13.1%	-0.1%	10.8%	1.1	i	47.3	-1.5%	0.3%	0.4%
15	CCCCOc1ccc(C2CCC(C(C)=O)C(C)C2)cc1 (stereo not drawn)	-4.5%	x	-0.2%	x	x	i	43.5	-2.1%	22.3%	2.2%[50 µM]
16	CCOC(=O)c1oc2ccc(S(=O)(=O)Nc3ccc4c(c3)n(C)c(=O)n4C)cc2c1C	-5.3%	8.3%	-0.4%	7.1%	1.1	i	15.9	6.7%	-1.5%	0.0%
17	COc1ccc(OCCNC(=O)c2cccc(Oc3ccc(C(F)(F)F)cc3[N+](=O)[O-])c2)cc1	4.8%	9.4%	-0.7%	-8.7%	1	i	38.9	7.0%	5.0%	2.6%
18	COC(=O)CSc1nc2cc(OC)ccc2n1C	4.9%	x	0.2%	x	x	i	51.3	0.1%	2.8%	0.1%
19	CCOC(=O)C1C(=O)OC(C)(C)C1C(CC)C(=O)c1c(C)cc(C)cc1C (stereo not drawn)	5.9%	x	-1.7%	x	x	i	56.2	7.3%	11.7%	x
20	O=S(=O)(c1ccc(N=C2NN=C(c3cc(F)ccc3F)CS2)cc1)N1CCOCC1	-2.4%	-68.1%	-1.1%	-134.7%	1.1	x	x	1.4%	x	x
21	COc1ccc([N+](=O)[O-])cc1N(CC(O)Cn1nnc2ccccc21)S(=O)(=O)c1ccc(C)cc1 (stereo not drawn)	12.0%	13.6%	-1.1%	15.4%	1	i	35.6	23.6%*	1.6%	0.0%
22	Cc1cc(C)n(S(=O)(=O)c2ccc(C(C)(C)C)cc2)n1	-9.4%	15.7%	-0.4%	16.2%	1.1	i	10.6	2.7%	-0.1%	-0.4%
23	CCCCNC(=O)Nc1nc2ccccc2s1	3.0%	-2.2%	-0.6%	-4.9%	1.2	i	44.8	0.5%	-0.4%	0.1%
24	Oc1ccc(Br)cc1C=Nc1ccc(Cl)cc1	13.1%	-12.9%	0.6%	13.7%	1	i	41.0	-3.8%	1.6%	0.1%
25	COc1ccccc1NC(=S)NCCC(c1ccccc1)c1ccccc1	-3.1%	11.3%	u	1.5%	2.3	i	21.9	1.2%	4.5%	0.5%
26	CC(=O)Nc1ccc2nc3ccccc3nc2c1	6.6%	x	0.3%	x	x	i	13.9	12.1%	0.5%	0.5%
27	N#CCCCn1c(-c2ccccc2)noc1=O	0.4%	-5.1%	1.0%	-1.0%	1.1	i	40.6	7.0%	0.9%	0.5%
28	CCOC(=O)c1[nH]c2ccc(F)cc2c1NC(=O)CN1CCN(C/C=C/c2ccccc2)CC1	7.7%	11.5%	x	9.2%	1	i	24.8	3.0%	36.5%	-0.2%
29	Cc1ccc(Cl)cc1N1CCN(S(=O)(=O)c2cnc[nH]2)CC1	-1.1%	-1.4%	0.1%	-6.5%	1	i	26.7	-3.0%	1.5%	6.5%
30	CCN(C(=O)c1cnc2scc(C)n2c1=O)c1ccccc1C	21.1%	4.8%	-0.1%	4.1%	1.1	i	5.8	-0.5%	2.1%	1.4%
31	CCCn1c(CC)nc([N+](=O)[O-])c1S(=O)(=O)c1ccccc1	1.1%	10.4%	-2.6%	8.3%	1.1	i	30.9	11.1%	13.7%	-0.2%
32	CC(=O)Nc1ccc(S(=O)(=O)NCCNC(=O)c2ccccc2F)cc1	-3.9%	-2.0%	0.2%	-1.8%	1	i	18.0	1.1%	2.2%	0.4%
33	CCOC(=O)c1ccc(S(=O)(=O)NNC(=O)c2ccc3c(c2)nc(C)n3CC)cc1	2.4%	-26.6%	0.7%	-9.8%	1.1	i	46.7	4.6%	-0.3%	-0.2%
34	Clc1ccc(-c2nc3ccccn3c2CN2CCCCC2)cc1	-5.2%	-1.6%	-0.5%	-3.6%	1.1	i	58.6	-2.9%	0.6%	0.6%
35	COc1ccc(NC(=O)CNC(=O)Cc2ccccc2)cc1	x	x	-0.4%	x	x	i	35.2	x	-0.1%	0.3%
36	CCOC(=O)C[C@H]1c2ccccc2S(=O)(=O)N1C1CC1	x	x	0.2%	x	x	i	35.5	x	1.1%	0.9%
37	CN(C)C(=O)Cn1nc(-c2ccccc2)c2ccccc2c1=O	-2.0%	-3.0%	0.1%	-8.0%	1	i	46.0	-1.0%	0.7%	2.7%
38	COCCNC(=O)C1CCC(CNS(=O)(=O)c2ccccc2)CC1 (stereo not drawn)	x	x	-0.5%	x	x	i	60.6	x	-0.2%	0.2%
39	N#Cc1c(-c2ccc3c(c2)OCO3)csc1N	23.7%	13.3%	-1.0%	12.1%	1.1	i	21.0	7.0%	u	0.6%
40	COc1ccc(/C(N)=N/OC(=O)CN(C)S(=O)(=O)c2ccc(C)cc2)cc1	-1.0%	17.7%	-2.1%	7.3%	1	x	x	0.4%	x	-0.3%
41	Cc1ccc(C(=O)COC(=O)COc2ccccc2C)cc1	x	x	0.3%	x	x	i	14.7	x	-0.3%	0.0%
42	O=C(O)c1ccc(N2CC3CC(C2)c2cccc(=O)n2C3)c(NS(=O)(=O)c2cccc(C(F)(F)F)c2)c1 (stereo not drawn)	14.7%	-15.7%	0.0%	-7.1%	1.1	i	3.4	10.2%	0.5%	-0.1%
43	CNS(=O)(=O)c1cccc(C(=O)OCC(=O)N(CCC#N)c2ccccc2)c1	-6.9%	1.7%	1.0%	-0.4%	1.1	i	9.7	-0.1%	0.0%	-0.3%
44	O=C(NCc1ccccn1)C1CCN(S(=O)(=O)c2cc(Cl)ccc2Cl)CC1	1.0%	-9.8%	-0.6%	-11.2%	1.1	i	37.7	3.1%	-1.2%	-0.6%
45	Cc1nnc(SCC2=C(C(=O)O)N3C(=O)C(NC(=O)Cn4nc(C(F)F)cc4C)C3SC2)s1 (stereo not drawn)	47.7%	-0.5%	0.4%	2.6%	1.1	i	7.7	2.9%	1.3%	7.4%
46	Cc1ccc(C)c(NC(NC(=O)c2cccnc2)C(Cl)(Cl)Cl)c1 (stereo not drawn)	-0.9%	12.7%	-0.2%	11.0%	1.1	i	12.9	10.6%	-0.8%	0.3%
47	CCOc1ccccc1NS(=O)(=O)c1cccc2nsnc12	-0.7%	7.7%	-0.6%	9.5%	1.1	i	16.7	-4.3%	1.4%	4.2%
48	COCC(C)NC(=O)c1cc2c(ccc3ccccc32)oc1=O (stereo not drawn)	x	x	-0.9%	x	x	i	54.9	x	6.6%	0.5%
49	CC(=O)c1ccc(OCC(=O)NCC(c2ccco2)N2CCCCC2)cc1 (stereo not drawn)	2.1%	-2.7%	-1.0%	-8.5%	1	i	21.7	-0.7%	-1.1%	0.3%
50	CCOC(=O)Oc1ccc(C(=O)OCCCN(C)C)cc1OC	-11.1%	4.7%	0.5%	-0.8%	1.1	i	19.9	-2.7%	0.2%	3.1%[50 µM]
51	Cc1c(Cc2c(Cl)cccc2Cl)c(=O)ccn1C(C)c1ccccc1 (stereo not drawn)	-4.2%	-3.1%	-0.7%	-0.5%	1.2	x	x	6.4%	x	0.7%
52	Cc1cc(C)c(S(=O)(=O)N2CCN(c3ccccc3)CC2)c(C)c1	x	x	-0.3%	x	x	i	46.3	x	1.9%	0.1%
